DAX1 inh-1 = inhibitors of human orphan nuclear receptor DAX1 (NR0B1); P51843; HEK293 Gal4-DAX1 luciferase reporter, luminescence; inhibition, % at 6.75 µM; 340,000 compounds, 0.99% hits; AID 504766;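 active means inhibition above the mean over all tested compounds plus 3 SD, cut at about 4.2% in these data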;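 further: 0% = DAX1-transfected cells with DMSO and 100% = empty-vector control cells with DMSO; inhibition shows as a rise in luminescence from relieved DAX1 repression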
Target sequence (P51843 207-470 limits assumed): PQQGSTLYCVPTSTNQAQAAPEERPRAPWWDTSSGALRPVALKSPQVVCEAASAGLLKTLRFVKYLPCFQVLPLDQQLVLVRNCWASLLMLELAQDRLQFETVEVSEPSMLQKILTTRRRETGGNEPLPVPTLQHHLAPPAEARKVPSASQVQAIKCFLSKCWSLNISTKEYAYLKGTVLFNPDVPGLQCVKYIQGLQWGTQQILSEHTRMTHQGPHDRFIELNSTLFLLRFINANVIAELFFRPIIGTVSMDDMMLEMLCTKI
hcDAF12 agonist = activates DAF-12 receptor from parasite H. contortus; HEK293 hcDAF-12 lit1-tk-luc reporter, luminescence; 0% DMSO, 100% Δ7-dafachronic acid; activation, % at 6.8 µM; 370,000 compounds, 1.4% hits; AID 652067;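 active means activation above the mean of all tested compounds plus 3 SD, cut at about 5.5% in these data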;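 further: 100% = response to 3 µM Δ7-dafachronic acid high control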
DAX1 inh-2 = DAX1 (NR0B1) inhibition, primary screen; HEK293T StAR-luciferase reporter, SF-1/DAX-1 repression relief; inhibition, % at 6.8 µM; 370,000 compounds, 1.1% hits; AID 652010;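 active means inhibition above the mean over all tested compounds plus 3 SD, cut at about 3.6% in these data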;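 further: 0% = DAX-1 cells with DMSO and 100% = cells lacking DAX-1 with DMSO; higher inhibition means more luminescence from relief of DAX-1 repression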
GAA850 FXN act = increases GAA850 frataxin promoter reporter activity | HEK293 lucGAA850 FXN promoter luciferase reporter, 24 h; percent of 10 µM SAHA response | activation, % at 6 µM | 360,000 compounds, 0.56% hits | AID 540364;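 active means activation above the average of all compounds screened plus 3 SD, cutoff fixed separately per campaign, cut at about 7.5% in these data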;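 further: 0% = DMSO wells and 100% = 10 µM SAHA wells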
PLCb3 inh = blocks human PLC-beta3 enzyme activity | Q01970 | 370,000 compounds, 0.18% hits | Purified PLC-beta3, fluorogenic substrate, fluorescence | inhibition, % at 12.2 µM | AID 720704; in the data active means inhibition above about 11%;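 further: 0% = median of compound wells on plate and 100% = full blocker control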
HGIII-sPLA2 inh = Blocks human group III sPLA2 activity | Q9NZ20 | QFRET BODIPY PC-A2 liposome hydrolysis, fluorescence | inhibition, % at 12.2 µM | 370,000 compounds, 0.56% hits | AID 743126;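 active means inhibition above mean plus 3 SD of compounds lying within the high and low control bounds, cut at about 19% in these data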;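 further: 0% = median of test compound wells and 100% = no enzyme DMSO wells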
Target sequence (Q9NZ20 whole entry, looked up): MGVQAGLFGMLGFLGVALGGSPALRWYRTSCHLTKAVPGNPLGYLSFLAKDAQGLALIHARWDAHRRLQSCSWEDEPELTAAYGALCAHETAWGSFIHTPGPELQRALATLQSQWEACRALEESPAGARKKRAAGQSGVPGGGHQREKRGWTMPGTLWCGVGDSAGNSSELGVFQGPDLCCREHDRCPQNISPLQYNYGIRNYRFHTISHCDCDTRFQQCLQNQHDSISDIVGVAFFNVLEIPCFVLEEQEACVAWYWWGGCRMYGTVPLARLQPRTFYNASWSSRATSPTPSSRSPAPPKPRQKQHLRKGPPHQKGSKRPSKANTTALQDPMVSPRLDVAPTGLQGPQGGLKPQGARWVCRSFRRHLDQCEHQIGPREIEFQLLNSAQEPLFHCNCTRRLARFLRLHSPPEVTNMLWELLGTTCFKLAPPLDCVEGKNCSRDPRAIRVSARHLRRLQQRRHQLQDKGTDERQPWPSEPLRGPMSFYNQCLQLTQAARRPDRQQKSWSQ
hgDAF12 agonist = agonists of H. glycines DAF-12 nuclear receptor; AID 687014; 370,000 compounds, 1.8% hits; HEK293 GAL4-hgDAF12 UAS-luciferase reporter, agonist luminescence; normalized to butyrate control; activation, % at 6.8 µM;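 active means activation above a cutoff set at the mean of all screened compounds plus 3 SD, cut at about 10% in these data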;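 further: 0% = DMSO wells and 100% = sodium butyrate wells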
ADAM17 inh = ADAM17 inhibition, QFRET primary screen; inhibition, % at 6.95 µM; recombinant ADAM17, EDANS/DABCYL FRET peptide cleavage; 370,000 compounds, 0.83% hits;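 active means inhibition above the mean of compounds lying between control limits plus 3 SD, set per campaign, cut at about 8.5% in these data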;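 further: 0% = DMSO-only wells as the low control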
ssDAF12 agonist = activates DAF-12 receptor from parasite S. stercoralis; HEK293 ssDAF-12/GRIP1 lit1-tk-luc reporter, luminescence; % of 3 µM dafachronic acid response; activation, % at 6.8 µM; 370,000 compounds, 1% hits;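 active means activation above the mean over all tested compounds plus 3 SD, cut at about 0.9% in these data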;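 further: 0% = DMSO-only wells and 100% = 3 µM delta7-dafachronic acid wells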
PLC-gamma1 inh = inhibitors of human phospholipase C gamma1. 370,000 compounds, 0.84% hits. AID 720700. purified PLC-gamma1, fluorogenic substrate, fluorescence. P19174. inhibition, % at 12.2 µM; in the data active means inhibition above about 9.5%
ADAM10 inh = inhibits human ADAM10; 370,000 compounds, 0.62% hits; recombinant ADAM10, EDANS/DABCYL FRET peptide cleavage, 3 h; inhibition, % at 7 µM; O14672;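 active means inhibition above a per-campaign cutoff equal to the mean of compounds falling between control-based bounds plus 3 SD, cut at about 20% in these data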;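 further: 0% = DMSO wells while the 100% control is not disclosed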
The depositor's hits bear a star.

What do the screens show for `CCN(C(=O)COC(=O)C(c1ccccc1)c1ccccc1)c1c(N)n(Cc2ccccc2)c(=O)[nH]c1=O`?
DAX1 inh-1: 0.9; hcDAF12 agonist: -1.2; DAX1 inh-2: -1.6; GAA850 FXN act: -0.4; PLCb3 inh: -10; HGIII-sPLA2 inh: -4; hgDAF12 agonist: -2.8; ADAM17 inh: -4; ssDAF12 agonist: -1.9; PLC-gamma1 inh: 7; ADAM10 inh: -6

How did COc1cccc(C(=O)COC(=O)CCC(=O)c2ccccc2)c1 do in these assays?
DAX1 inh-1: 0.0; hcDAF12 agonist: -3.0; DAX1 inh-2: -0.5; GAA850 FXN act: 1.7; PLCb3 inh: -1; HGIII-sPLA2 inh: -5; hgDAF12 agonist: 1.2; ADAM17 inh: -5; ssDAF12 agonist: -0.8; PLC-gamma1 inh: -2; ADAM10 inh: 3

Results for CCCOc1ccccc1-n1sc2c(c1=S)-c1cc(OC)cc3c1N(C(=O)C3=O)C2(C)C ?
DAX1 inh-1: 0.0; hcDAF12 agonist: 1.7; DAX1 inh-2: 0.8; GAA850 FXN act: -1.0; PLCb3 inh: 1; HGIII-sPLA2 inh: -3; hgDAF12 agonist: 1.9; ADAM17 inh: 1; ssDAF12 agonist: -1.1; PLC-gamma1 inh: 1; ADAM10 inh: 5

Results for COC(=O)[C@]1(C)N[C@H](CN(C)S(=O)(=O)c2ccc(OC(F)(F)F)cc2)[C@@H]2C(=O)N(Cc3ccccc3)C(=O)[C@@H]21 ?
DAX1 inh-1: -1.4; hcDAF12 agonist: -0.1; DAX1 inh-2: -0.3; GAA850 FXN act: 1.1; PLCb3 inh: 1; HGIII-sPLA2 inh: -11; hgDAF12 agonist: -0.3; ADAM17 inh: -2; ssDAF12 agonist: -0.2; PLC-gamma1 inh: -2; ADAM10 inh: -4

Results for CC(=O)c1cccc(OCc2cc(C(=O)N(C)C(C)c3ccccn3)no2)c1 (configuration not stated) ?
DAX1 inh-1: -0.3; hcDAF12 agonist: 0.7; DAX1 inh-2: -0.6; GAA850 FXN act: 1.0; PLCb3 inh: -6; HGIII-sPLA2 inh: -1; hgDAF12 agonist: -3.4; ADAM17 inh: -7; ssDAF12 agonist: -1.3; PLC-gamma1 inh: 8; ADAM10 inh: -8

What do the screens show for `O=C(Nc1ccc(NC(=O)C2CC2)nc1)c1ccccn1`?
DAX1 inh-1: 0.3; hcDAF12 agonist: 3.0; DAX1 inh-2: 3.4; GAA850 FXN act: 1.2; PLCb3 inh: -1; HGIII-sPLA2 inh: 0; hgDAF12 agonist: 9.7; ADAM17 inh: -6; ssDAF12 agonist: 0.4; PLC-gamma1 inh: -1; ADAM10 inh: -1

How did Cc1[nH]c2ccccc2c1/C=N/Nc1ccccn1 do in these assays?
hcDAF12 agonist: -0.4; DAX1 inh-2: -0.1; PLCb3 inh: -10; HGIII-sPLA2 inh: 6; hgDAF12 agonist: 3.1; ADAM17 inh: 0; ssDAF12 agonist: -0.4; PLC-gamma1 inh: -12; ADAM10 inh: -6

Results for CCn1nc(C)c(CNC(=O)CC2C(=O)NCCN2CC(C)(C)C)c1C (configuration not stated) ?
DAX1 inh-1: -0.1; hcDAF12 agonist: 1.7; DAX1 inh-2: 0.0; GAA850 FXN act: 1.6; PLCb3 inh: 2; HGIII-sPLA2 inh: 0; hgDAF12 agonist: -0.1; ADAM17 inh: 0; ssDAF12 agonist: -2.0; PLC-gamma1 inh: -1; ADAM10 inh: -5

What do the screens show for `CN(C)CCN1C(=O)C(=O)/C(=C(/O)c2ccc(S(=O)(=O)N3CCOCC3)cc2)C1c1ccc(F)cc1` (configuration not stated)?
DAX1 inh-1: 1.3; hcDAF12 agonist: -1.7; DAX1 inh-2: -0.5; GAA850 FXN act: 1.3; PLCb3 inh: -3; HGIII-sPLA2 inh: 4; hgDAF12 agonist: -2.2; ADAM17 inh: 0; ssDAF12 agonist: -0.9; PLC-gamma1 inh: -1; ADAM10 inh: 7

Results for CCOc1cccc(N2C(=O)CC(N(CCc3ccc(OC)c(OC)c3)C(=O)CC)C2=O)c1 (configuration not stated) ?
DAX1 inh-1: 0.8; hcDAF12 agonist: -1.3; DAX1 inh-2: 0.2; GAA850 FXN act: 2.4; PLCb3 inh: 3; HGIII-sPLA2 inh: -6; hgDAF12 agonist: -0.1; ADAM17 inh: 3; ssDAF12 agonist: -0.2; PLC-gamma1 inh: 0; ADAM10 inh: 8

How did COc1ccc(C(C(=O)Nc2ccc(F)cc2)N(C(=O)Cn2nnc3ccccc32)C2CC2)cc1 (configuration not stated) do in these assays?
DAX1 inh-1: 0.1; hcDAF12 agonist: -2.3; DAX1 inh-2: -0.3; GAA850 FXN act: -4.3; PLCb3 inh: 3; HGIII-sPLA2 inh: -15; hgDAF12 agonist: -2.9; ADAM17 inh: -2; ssDAF12 agonist: -1.3; PLC-gamma1 inh: 1; ADAM10 inh: 4

What do the screens show for `COc1ccn(C2CCCCO2)c(=O)n1` (configuration not stated)?
DAX1 inh-1: 1.1; hcDAF12 agonist: -0.1; DAX1 inh-2: -0.9; GAA850 FXN act: -1.8; PLCb3 inh: 2; HGIII-sPLA2 inh: -3; hgDAF12 agonist: -0.1; ADAM17 inh: 0; ssDAF12 agonist: -1.0; PLC-gamma1 inh: -4; ADAM10 inh: 4

How did O=C(CSc1ccccc1F)NCC(c1ccco1)N1CCCCC1 (configuration not stated) do in these assays?
DAX1 inh-1: 1.0; hcDAF12 agonist: 0.1; DAX1 inh-2: -0.7; GAA850 FXN act: -0.9; PLCb3 inh: 0; HGIII-sPLA2 inh: -9; hgDAF12 agonist: 0.4; ADAM17 inh: -4; ssDAF12 agonist: -0.8; PLC-gamma1 inh: 1; ADAM10 inh: -17

What do the screens show for `COc1ccc(C(=O)OCC(=O)Nc2cc(C)c(C)cc2[N+](=O)[O-])cc1`?
DAX1 inh-1: 1.2; hcDAF12 agonist: -2.6; DAX1 inh-2: -0.2; GAA850 FXN act: -0.6; PLCb3 inh: 1; HGIII-sPLA2 inh: 10; hgDAF12 agonist: -2.7; ADAM17 inh: -1; ssDAF12 agonist: -1.1; PLC-gamma1 inh: -2; ADAM10 inh: 12

Results for COc1ccc(-c2[nH]ncc2/C=N/NC(=O)c2cc(Br)ccc2O)c(OC)c1 ?
DAX1 inh-1: -1.5; hcDAF12 agonist: 1.1; DAX1 inh-2: -0.8; GAA850 FXN act: 0.2; PLCb3 inh: -73; HGIII-sPLA2 inh: -21; hgDAF12 agonist: -5.9; ADAM17 inh: -11; ssDAF12 agonist: -2.2; PLC-gamma1 inh: -57; ADAM10 inh: -26

Results for Cc1ccc(Cl)cc1N1CCN(Cc2nc3c(c(=O)[nH]c(=O)n3C)n2CCc2ccccc2)CC1 ?
DAX1 inh-1: -0.5; hcDAF12 agonist: -0.9; DAX1 inh-2: -0.1; GAA850 FXN act: 2.2; PLCb3 inh: 2; HGIII-sPLA2 inh: -3; hgDAF12 agonist: 0.2; ADAM17 inh: 2; ssDAF12 agonist: -0.4; PLC-gamma1 inh: 8; ADAM10 inh: 6

How did CSc1ccccc1COC(=O)Nc1ccccc1C do in these assays?
DAX1 inh-1: -0.2; hcDAF12 agonist: -2.5; DAX1 inh-2: 0.3; GAA850 FXN act: 1.6; PLCb3 inh: 1; HGIII-sPLA2 inh: -1; hgDAF12 agonist: 2.5; ADAM17 inh: 3; ssDAF12 agonist: -1.5; PLC-gamma1 inh: -1; ADAM10 inh: 4

How did COC(=O)c1c(C)[nH]c(O)c1C=Nc1ccc(Oc2ccccc2)cc1 do in these assays?
DAX1 inh-1: 0.2; hcDAF12 agonist: -0.4; DAX1 inh-2: -0.4; GAA850 FXN act: -0.2; PLCb3 inh: -2; HGIII-sPLA2 inh: 5; hgDAF12 agonist: 0.8; ADAM17 inh: -2; ssDAF12 agonist: -0.5; PLC-gamma1 inh: -1; ADAM10 inh: -8

Results for O=C(CC1COc2ccccc2O1)NCc1ccccc1 (configuration not stated) ?
DAX1 inh-1: -0.4; hcDAF12 agonist: 2.6; DAX1 inh-2: 1.1; GAA850 FXN act: 2.0; PLCb3 inh: 0; HGIII-sPLA2 inh: -2; hgDAF12 agonist: -2.2; ADAM17 inh: 5; ssDAF12 agonist: -0.8; PLC-gamma1 inh: 3; ADAM10 inh: -2

What do the screens show for `CC(C)C(c1nnnn1C1CCCCC1)N1CCc2ccccc21` (configuration not stated)?
DAX1 inh-1: 0.5; hcDAF12 agonist: -1.5; DAX1 inh-2: -0.3; GAA850 FXN act: -0.1; PLCb3 inh: 1; HGIII-sPLA2 inh: -3; hgDAF12 agonist: 1.8; ADAM17 inh: -3; ssDAF12 agonist: -0.6; PLC-gamma1 inh: 7; ADAM10 inh: -8

What do the screens show for `CN(C)c1ccc(-c2csc(C(C)(O)c3ccc(F)c(F)c3)n2)cc1` (configuration not stated)?
hcDAF12 agonist: -0.5; DAX1 inh-2: -1.8; GAA850 FXN act: -0.6; PLCb3 inh: -10; HGIII-sPLA2 inh: 16; hgDAF12 agonist: 1.5; ADAM17 inh: 13*; ssDAF12 agonist: -1.3; PLC-gamma1 inh: -4; ADAM10 inh: 6

How did O=c1ccc2c(ccc3ncccc32)o1 do in these assays?
DAX1 inh-1: 0.8; hcDAF12 agonist: 0.5; DAX1 inh-2: -0.6; GAA850 FXN act: -0.7; PLCb3 inh: -5; HGIII-sPLA2 inh: 2; hgDAF12 agonist: 5.1; ADAM17 inh: -22; ssDAF12 agonist: -1.3; PLC-gamma1 inh: -3; ADAM10 inh: -79

Results for O=C(/C=C/c1ccc(Cl)cc1Cl)N1CCN(c2ccc([N+](=O)[O-])c(N3CCOCC3)c2)CC1 ?
DAX1 inh-1: -0.1; hcDAF12 agonist: 0.8; DAX1 inh-2: -0.2; GAA850 FXN act: 1.1; PLCb3 inh: 9; HGIII-sPLA2 inh: -5; hgDAF12 agonist: -2.2; ADAM17 inh: 1; ssDAF12 agonist: -1.0; PLC-gamma1 inh: 5; ADAM10 inh: 0

How did Cc1cc(C)cc(OCCn2nnc3ccccc32)c1 do in these assays?
DAX1 inh-1: 0.3; hcDAF12 agonist: 0.9; DAX1 inh-2: 1.0; GAA850 FXN act: 7.3; PLCb3 inh: -9; HGIII-sPLA2 inh: 3; hgDAF12 agonist: 4.4; ADAM17 inh: -3; ssDAF12 agonist: -0.6; PLC-gamma1 inh: 0; ADAM10 inh: -6

Results for CSc1nc2nccc(-c3ccc4c(c3)OCO4)n2n1 ?
DAX1 inh-1: 0.1; hcDAF12 agonist: -1.7; DAX1 inh-2: -1.7; GAA850 FXN act: 0.1; PLCb3 inh: inactive; HGIII-sPLA2 inh: -3; hgDAF12 agonist: 0.1; ADAM17 inh: -51; ssDAF12 agonist: -1.7; PLC-gamma1 inh: -406; ADAM10 inh: -155

Results for O=C(c1cccs1)N1CCCN(c2ncnc3scc(-c4ccccc4)c23)CC1 ?
DAX1 inh-1: -2.5; hcDAF12 agonist: -3.2; DAX1 inh-2: -1.0; GAA850 FXN act: -0.1; PLCb3 inh: -1; HGIII-sPLA2 inh: -2; hgDAF12 agonist: -2.9; ADAM17 inh: 1; ssDAF12 agonist: -0.8; PLC-gamma1 inh: 4; ADAM10 inh: 3

Bioassay records as filed in PubChem.
